Bioassay records as filed in PubChem.
All columns: NCI-60 one-dose screen, growth in % after 48 h at 10 µM unless noted; 100 = growth as untreated, 0 = no growth, -100 = all killed.
UACC-62: UACC-62 melanoma; hit rate 5.4% among 81,000; AID 1794756
T-47D: T-47D breast cancer; hit rate 5% among 79,000; AID 1794792
UACC-257: UACC-257 melanoma; hit rate 4.4% among 78,000; AID 1794764
BT-549: BT-549 breast cancer; AID 1794793; hit rate 4.4% among 78,000
LOX IMVI: LOX IMVI melanoma; hit rate 7.4% among 79,000; AID 1794757
MALME-3M: MALME-3M melanoma; hit rate 5.8% among 78,000; AID 1794766
HS 578T: HS 578T breast cancer; hit rate 4.1% among 78,000; AID 1794788
MCF7: MCF7 breast cancer | hit rate 6.3% among 82,000
The depositor's hits bear a star; · = not tested or not shown; [ ] = another dose, or the depositor's remark. Rule for the calls: active = growth percent below 10; inactive = the rest.

SMILES | UACC-62 | T-47D | UACC-257 | BT-549 | LOX IMVI | MALME-3M | HS 578T | MCF7
COc1cc(C2Cc3nc4ccccc4n3C2)cc2c1OCO2 (stereo unspecified) | 79 | 110 | 97 | 99 | 93 | 85 | 84 | 77
CCOc1cccc(NC2=C(Br)C(=O)C(C)=C(C)C2=O)c1 | 82 | -35* | 68 | 96 | 26 | 91 | 91 | 18
N#Cc1nn(-c2ccc(Cl)cc2)nc1N1CCCCC1 | 94 | 95 | 106 | 104 | 105 | 125 | 109 | 91
COc1ccc(Oc2nc(Nc3ccc(N4CCOCC4)cc3)ncc2NC(=O)c2cccc(OC)c2)cc1 | 79 | · | 113 | 93 | · | 131 | 90 | 94
CC1=NN(c2ccccc2)C(=O)C1O (stereo unspecified) | 99 | 91 | · | 113 | 101 | 97 | 87 | 95
Cc1ccc(NC(=O)CS(=O)(=O)c2nc3ccccc3nc2C)cc1 | · | 103 | 94 | 116 | 100 | 100 | 97 | 98
O=[N+]([O-])c1ccc(Oc2ccccc2C2CCCCC2)c([N+](=O)[O-])c1 | 86 | 98 | 105 | · | 87 | 116 | 96 | 90
CNc1c(C#N)c2c(N)ncnc2n1COCCOC | 94 | 99 | 98 | 96 | 102 | 117 | 107 | 95
CCOC(=O)C1=C(C)N(c2ccc(OC)cc2)[C@]2(C#N)C(O)=C(Cl)C(Cl)=C(O)[C@]12C#N | 98 | 87 | 104 | 102 | 93 | 95 | 94 | 101
O=C1c2ccccc2C(=O)N1c1ccc([N+](=O)[O-])cc1 | · | · | 104 | · | 102 | 103 | 93 | 102
O=C1Nc2ccccc2C12CC(c1ccc(Cl)cc1)=NN2 (stereo unspecified) | 95 | 91 | · | 99 | 99 | 105 | 107 | 91
CC(/C=N\NC(=O)C(=O)N/N=C/C(C)=C/c1ccccc1)=C\c1ccccc1 | 91 | 108 | 97 | 96 | 96 | 101 | 95 | 89

4 records picked at random from the list so far, as already listed:
SMILES | UACC-62 | T-47D | UACC-257 | BT-549 | LOX IMVI | MALME-3M | HS 578T | MCF7
N#Cc1nn(-c2ccc(Cl)cc2)nc1N1CCCCC1 | 94 | 95 | 106 | 104 | 105 | 125 | 109 | 91
CC1=NN(c2ccccc2)C(=O)C1O (stereo unspecified) | 99 | 91 | · | 113 | 101 | 97 | 87 | 95
O=[N+]([O-])c1ccc(Oc2ccccc2C2CCCCC2)c([N+](=O)[O-])c1 | 86 | 98 | 105 | · | 87 | 116 | 96 | 90
Cc1ccc(NC(=O)CS(=O)(=O)c2nc3ccccc3nc2C)cc1 | · | 103 | 94 | 116 | 100 | 100 | 97 | 98

The main list resumes, repeating the 4 entries before the break.
SMILES | UACC-62 | T-47D | UACC-257 | BT-549 | LOX IMVI | MALME-3M | HS 578T | MCF7
CCOC(=O)C1=C(C)N(c2ccc(OC)cc2)[C@]2(C#N)C(O)=C(Cl)C(Cl)=C(O)[C@]12C#N | 98 | 87 | 104 | 102 | 93 | 95 | 94 | 101
O=C1c2ccccc2C(=O)N1c1ccc([N+](=O)[O-])cc1 | · | · | 104 | · | 102 | 103 | 93 | 102
O=C1Nc2ccccc2C12CC(c1ccc(Cl)cc1)=NN2 (stereo unspecified) | 95 | 91 | · | 99 | 99 | 105 | 107 | 91
CC(/C=N\NC(=O)C(=O)N/N=C/C(C)=C/c1ccccc1)=C\c1ccccc1 | 91 | 108 | 97 | 96 | 96 | 101 | 95 | 89
O=C(NCc1ccccc1)C(c1ccc(OCCBr)cc1)N(C(=O)CCc1ccccc1)C1CC1 (stereo unspecified) | · | 85 | 87 | 103 | 94 | 92 | 91 | 97
Cc1ccc2c3c(ccc2c1)C(=O)c1c(ccc2c1N[C@@H]1C[C@H]2O[C@@H](C)[C@@H]1O)C3=O | 76 | 44 | 82 | 128 | 63 | 87 | 103 | ·
O=C(C(c1ccccc1)c1ccccc1)N1CCOCC1 | 99 | 86 | 85 | 106 | 107 | 101 | 107 | 105
O=C(CN1CCC(c2ccccc2)CC1)Nn1c(COc2ccccc2)nc2ccccc2c1=O | 93 | 94 | 106 | 121 | 97 | 91 | 90 | 94
COC(=O)C(c1ccccc1)C(Br)C(=O)c1ccccc1 (stereo unspecified) | 102 | 82 | 103 | · | 93 | 105 | 103 | 46
COC(=O)C1OC2(CCCCC2)OC1C(=O)OC (stereo unspecified) | 98 | 97 | 98 | 89 | 103 | 84 | · | 100
O=C(O)c1cccc([N+](=O)[O-])c1C(=O)O | 105 | 103 | 102 | 89 | 98 | 95 | 108 | 93
COc1cc(N)c2ncccc2c1OC | 93 | 100 | 105 | 105 | 102 | 108 | 106 | 92
Cc1csc(Nc2nc(-c3cccc(Br)c3)nc(C(Cl)(Cl)Cl)n2)n1 | 60 | 14 | 61 | 85 | · | 99 | 60 | 29
CCOc1nc(-c2ccccc2)cc2c(O)c(C(=O)N/N=C/c3ccccc3O)[nH]c(=O)c12 | 117 | 94 | 89 | 98 | 101 | 119 | 66 | 73
CCC(=O)OC1CCC2C3CCC(=O)OC3C(C)(CCC(=O)O)CC12C (stereo unspecified) | 46 | 38 | 56 | -8.8* | 31 | · | -29* | 31
C[N+](C)(C)CC(=O)N/N=C/C(O)C(O)C(O)C(O)CO (stereo unspecified) | 104 | 114 | 108 | 100 | 98 | 99 | 117 | 103
CCCCN(C1CCN(C(=O)OC(C)(C)C)CC1)S(=O)(=O)NC(=O)OC(C)(C)C | 89 | 97 | 110 | 101 | 92 | 114 | 105 | 102
CC1(C)CC[C@]2(C(=O)Nc3ccccc3)CC[C@]3(C)C(=CCC4[C@@]5(C)C[C@@H](O)[C@H](O)[C@@](C)(CO)C5CC[C@]43C)C2C1 (stereo partly specified) | 57 | 27 | 66 | 57 | 53 | 74 | 63 | 20
CCNC(=O)c1[nH]cc(-c2ccc(OC)cc2)c1-c1cc(OC)c2c(c1OC)OCO2 | 78 | 74 | 100 | 94 | 93 | 85 | 97 | 95
COc1cc2oc(-c3ccc(NC(=O)c4ccc(C(F)(F)F)cc4)cc3)cc(=O)c2c(OC)c1OC | 91 | 73 | 100 | 87 | 99 | 97 | 84 | 85
C/C(=N/O)c1ccc(N2C(=O)c3c(Cl)c(Cl)c(Cl)c(Cl)c3C2=O)cc1 | 92 | 107 | 98 | 106 | 114 | 95 | 99 | 92
CSc1nc(-c2cccs2)c(C#N)c(-n2nc(C)cc2C)n1 | 80 | 77 | 112 | 121 | 92 | 116 | 118 | 95
c1ccc2c(c1)nc1n2CCC1 | 98 | · | 90 | 102 | 100 | · | 106 | 99
O=c1c2cc(F)ccc2nc(SCc2ccccc2F)n1-c1ccccc1 | 76 | 86 | 94 | 60 | · | 83 | 34 | 76
O=C(O)CSCC(=O)Nc1cc(C(F)(F)F)cc(C(F)(F)F)c1 | 98 | 101 | · | 101 | 99 | 95 | 94 | 97
Cc1ccc(CNC(=O)c2[nH]c3ccccc3c2Cl)cc1 | 100 | 84 | 101 | 116 | 98 | 116 | 96 | 99
O=C(/C=C1\C=CN(CCCCCF)c2ccccc21)n1ccc2ccccc21 | 80 | 91 | 104 | 112 | 102 | 88 | 101 | 87
O=C(c1ccccc1)c1ccc2c(c1)CCCC2 | 97 | 93 | 117 | 98 | 99 | 91 | 105 | 95
O=C(/C=C/c1cccc([N+](=O)[O-])c1)c1ccc(Nc2nc(Nc3ccc(F)cc3)nc(Nc3ccc(Cl)cc3)n2)cc1 | 94 | 81 | 100 | 103 | 84 | 105 | 106 | 67
CCOC(=O)C(Cc1ccccc1)n1c(O)c(C=Nc2ccc(C(=O)OCCN(CC)CC)cc2)sc1=O (stereo unspecified) | 98 | 82 | 77 | 96 | 94 | 90 | 88 | 75
CCOC(=O)c1cn2ncnc(Oc3ccc(NC(=O)NC4CC4)c(F)c3)c2c1C | 87 | 94 | 107 | 103 | 88 | 107 | 103 | 93
COc1cc(Cl)cc(-c2nn(-c3cccc(NC(=O)Nc4ccc(Cl)c(C(F)(F)F)c4)c3)cc2-c2ccncc2)c1 | 6.6* | 8.1* | -26* | 9.8* | 4.8* | -20* | 15 | 2.6*
CN1c2ccnn2CC1c1ccccc1 (stereo unspecified) | 94 | 101 | 98 | 108 | 99 | 108 | 98 | 95
CCCCc1nc(Cl)c(C2CC(c3ccc(C(F)(F)F)cc3)=NN2c2ccc(Cl)cc2)[nH]1 (stereo unspecified) | 74 | 73 | 93 | 94 | 93 | 103 | 92 | 74
CCOc1ccc(NC(=S)NC2CCCCCCCCCCC2)cc1 | 80 | 70 | 84 | 94 | 101 | 88 | 101 | 81
O=C(NCCNc1nccc(Nc2ccc(S(=O)(=O)Nc3ccccn3)cc2)n1)c1cccs1 | 99 | 91 | 90 | 86 | 100 | 105 | 100 | 98
O=C1OC(c2cccs2)Sc2ccccc21 (stereo unspecified) | 98 | 110 | · | 98 | 102 | 110 | 121 | 92
CC(=O)N1C(=O)/C(=N\N=C\c2cccs2)c2cc(F)ccc21 | 94 | 100 | 109 | 109 | 89 | 101 | 104 | 75
CC(=O)OCc1ccc(C)cc1 | 103 | 103 | 100 | 110 | 93 | 90 | 95 | 94
O=C(Cn1cc(CN2C(=O)c3ccc([N+](=O)[O-])cc3C2=O)nn1)Nc1ccc(F)cc1 | 94 | 97 | 101 | 104 | 99 | 101 | 103 | 91
CCn1c(SCC(=O)Nc2cccc(C(=O)/C=C/c3ccc(C)cc3C)c2)nc2ccccc2c1=O | 82 | 90 | 102 | 98 | 67 | 96 | 98 | 45
O=C1Nc2c(ccc(Cl)c2Cl)/C1=C/c1ccc([N+](=O)[O-])cc1 | 102 | 85 | 72 | 87 | 89 | 84 | 100 | 90
O=c1cc(-c2ccco2)oc2ccccc12 | 101 | 102 | 109 | 101 | 110 | 136 | 115 | 90
O=C(O)c1cccc(=O)o1 | 102 | 111 | 102 | 97 | 104 | 106 | 96 | 99
O=C(O)CCCN1C(=O)/C(=C/c2cn(-c3ccccc3)nc2-c2cccc([N+](=O)[O-])c2)SC1=S | 44 | 71 | 85 | 50 | 45 | 65 | 68 | 60
COC(=O)CCC(NS(=O)(=O)/N=C1\NC(=O)NC1=C(Cl)Cl)C(=O)OC (stereo unspecified) | 94 | 107 | 93 | 109 | · | 99 | 106 | 90
O=c1[nH]c2ccccc2c(O)c1/C=N/Nc1nc(-c2ccccc2)cs1 | 54 | 71 | 107 | 65 | 59 | 81 | 116 | 75
O=C(CN1C(=O)S/C(=C\c2ccccc2)C1=O)Nc1ccc(C(=O)/C=C/c2cc3ccccc3nc2Cl)cc1 | 66 | 55 | 71 | 61 | 73 | 91 | 96 | 27
Cc1cccc(C(O)c2cnc(C)n2Cc2ccccc2)c1 (stereo unspecified) | 98 | 94 | 103 | 101 | 91 | 106 | 102 | 99
CC1=CCC(OC(O)CCC(O)(C(=O)OC2(C)C=CC(O)(C(C)C)CC2)C(C)C)(C(C)C)CC1 (stereo unspecified) | 103 | 102 | 99 | 99 | 99 | 105 | 96 | 93
COc1ccc(COc2ccc(/C=C3\C(=O)Nc4ccccc43)cc2OC)cc1 | 97 | 113 | 116 | 92 | 97 | 100 | 105 | 94
CSCC(C(=O)NCc1ccc(Cl)cc1Cl)N1C(=O)C2CCCCC2C1=O (stereo unspecified) | 85 | 91 | 98 | · | 92 | 575 | 93 | 108
CC(C)C[C@H](NC(=O)[C@@H]1CSSC[C@@H]2NC(=O)[C@H](CC(C)C)NC(=O)[C@H](CCC(=O)O)NC(=O)[C@@H](NC(=O)[C@H](CC(=O)O)NC(=O)[C@H](CC(=O)O)NC(=O)[C@@H](N)CC(N)=O)CSSC[C@H](NC(=O)[C@H](C)NC(=O)[C@H](C(C)C)NC(=O)[C@H](CC(N)=O)NC(=O)[C@H](C(C)C)NC2=O)C(=O)N[C@@H]([C@@H](C)O)C(=O)NCC(=O)N1)C(=O)O | 106 | 108 | 98 | 90 | 103 | 116 | 109 | 108
CCOC(=O)c1nn(C2CCCCO2)c2ccc(NC(=O)CN3CCN=C3Cc3cccc4ccccc34)cc12 (stereo unspecified) | 103 | 84 | 100 | 89 | 99 | 101 | 90 | 91
O=C1c2cccc3cccc(c23)C(=O)N1N1C(=O)c2cccc3c(-c4ccc(Cl)cc4)ccc(c23)C1=O | 104 | 104 | 107 | 111 | · | 101 | 26 | 42
O=S(=O)(O)c1ccc(N=Nc2ccnc3ccccc23)cc1 | 102 | 93 | 91 | 95 | 79 | 113 | · | ·
CCCc1c(OC(=O)c2ccccc2)nc2[nH]c(=O)sc2c1C | 89 | 90 | 99 | 95 | 98 | 95 | 100 | 93
CC(=O)c1ccc(Nc2nc(SCCC(C)C)nc(-c3ccc(F)cc3)c2C#N)cc1 | 90 | 68 | 106 | 57 | 5.4* | 73 | 32 | 60
O=C(O)c1ccc(-n2cc(/C=N/Nc3c(F)c(F)cc(F)c3F)c(-c3ccc(F)c(F)c3)n2)cc1 | 78 | 82 | 101 | 86 | 68 | 99 | 87 | 66
CNC(=O)c1cc(-c2ccc(NC(=O)Nc3ccc(F)c(C(F)(F)F)c3)cc2)nc2cccnc12 | 102[6.25 µM] | 108[6.25 µM] | 114[6.25 µM] | 86[6.25 µM] | 82[6.25 µM] | 113[6.25 µM] | 66[6.25 µM] | 77[6.25 µM]
Cc1c(C)c(C(=O)O)c(C)c(C)c1C(=O)O | 106 | 89 | 105 | 97 | 89 | 102 | 108 | 108
O=c1cc(I)[nH]c(=O)[nH]1 | 96 | 96 | 95 | 99 | 95 | 98 | 98 | 90
COc1cccc(/C=C2\Cc3c(Br)cccc3C2=O)c1OC | 81 | 94 | 113 | 95 | 90 | 93 | 103 | 84
